p53ts 39C kill: qHTS Screen for Compounds that Selectively Target Cancer Cells with p53 Mutations: Cytotoxicity of p53ts Cells at the Nonpermissive Temperature; Potency, µM (highest dose often 46.1 µM), without a hit: top-dose activity change, negative = cell killing, most hits filed as cytotoxic; hit rate 1.5% among 130,000; H1299-p53A138V viability at 39C, ATP luminescence, 24 h; note: nearly all actives have a fitted effect of over 55% in size
IkB sig inh: IkB Signaling; ABC-DLBCL IkBa-CBG/CBR dual luciferase ratio, 4 h; response scale: scaled: untreated 0%, proteasome inhibitor 100%; Potency, µM (highest dose often 57.1 µM), for inactives: at the top dose IkBa stabilization activation; hit rate 0.04% among 110,000; AID 445, 2006; active = well fitted curve in the direction sought with a large enough effect in the signal ratio, not every such curve was filed as active; inconclusive = small, poorly fitted or top-dose-only effect, or a change in a side signal; the % refers to the signal ratio;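 note: the direction sought is a rising ratio; 0% = basal untreated cells and 100% = reference inhibitor full response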
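Curves were fitted separately to fusion (green), unfused (red) and ratio luminescence, then classed by r2, magnitude and activity. Cells: OCI-Ly3, 4 h compound plus doxycycline at 37C; 10 uM MG-132 defined full response.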
Imprint erasure: qHTS Assay for Compounds that Induce Erasure of Genomic Imprints | mouse ES Peg3-LacZ reporter, beta-gal luminescence, 40 h | Potency, µM (highest dose often 60.7 µM), for inactives: at the top dose activity change, positive = activation, most hits filed as activators | hit rate 0.02% among 110,000 | AID 1948, 2009;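 note: 0% = negative control wells on the plate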
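Gelatin-coated wells received 300 freshly trypsinized female ES cells with a Peg3LacZ-Neo reporter on the maternal allele, then incubated 40 hours at 37C. BetaGlo was added for 5 minutes at room temperature before a single luminescence read.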
p53ts 32C tox: qHTS Screen for Compounds that Selectively Target Cancer Cells with p53 Mutations: Cytotoxicity of p53ts Cells at the Permissive Temperature; Potency, µM (titrated, usually from 46.1 µM), for inactives: at the highest dose activity change, negative = cytotoxicity, hits mostly cytotoxic; hit rate 0.93% among 130,000; H1299-p53A138V at 32C, ATP luminescence viability, 24 h;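 note: 0% = DMSO and -100% = full killing by reference compound; nearly all actives have a fitted effect of over 55% in size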
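ATP-content luminescence (ATPlite) read-out after 24 h compound exposure at 32C in H1299-p53A138V cells (600/well). Tested up to 46 uM. Normalized to DMSO (0%) and 100 uM tamoxifen (100% killing); Hill-fit AC50.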
An asterisk follows results filed as active; ? = inconclusive; . = no result given; [ ] = remark or other dose. Unless noted, calls come from the whole dose curve; as a rule, active = well fitted curve in the direction sought with a large enough effect; inconclusive = small, poorly fitted or top-dose-only effect, or another doubt; inactive = no such curve, though single readings can be large; an effect the other way counts as inactive or inconclusive. Unless noted, % is set by controls: 0 for no effect and ±100 for the full control effect; potency is the fitted concentration of half-maximal effect.

#1 O=C(CN1CCOCC1)OCCCC1CCCCC1
#2 CC1Cc2nc(SCC(=O)NCc3ccco3)n(Cc3ccccc3)c(=O)c2S1 (stereo unspecified)
#3 Cn1c(SCC(=O)Nc2nccs2)nnc1-c1ccncc1
#4 CCOc1ccc(-c2noc(CSc3nnc(Cc4ccccc4)n3-c3ccc(F)cc3)n2)cc1
#5 COc1ccc(C2C(C(C)=O)=C(O)C(=O)N2Cc2cccnc2)cc1 (stereo unspecified)
#6 CCOc1ccc(CNC(=O)CCCn2c(=O)c3cccn3c3cccnc32)cc1
#7 COc1ccc(C2=Nn3c(nnc3-c3ccccc3OC)SC2)cc1OC
#8 COc1ccc(-c2cn3cccnc3n2)cc1NC(=O)CC(C)C

Compound	1	2	3	4	5	6	7	8
p53ts 39C kill	-4%	13%	-3%	2%	15%	-10%	-15%	-5%
IkB sig inh	-3.0%	2.3%	0.6%	?	.	0.6%	2.7%	-0.1%
Imprint erasure	-5%	-16%	-7%	-13%[10.9 µM]	.	16%[10.9 µM]	-26%	-7%
p53ts 32C tox	3%	15%	-1%	4%	-17%	0%	15%	2%

#9 CCCc1cc(=O)oc2c(C)c3c(cc12)CN(CCc1ccc(Cl)cc1)CO3
#10 Cc1nc2cccc(C(=O)NC3CCCCC3)c2o1
#11 O=C(Cn1cnc2ccccc2c1=O)c1ccccc1
#12 CN(C)c1cc(-c2cccc(NS(C)(=O)=O)c2)ncn1
#13 Cn1c(=O)n(C)c2cc(CNCc3ccccc3Cl)ccc21
#14 COc1cc(-c2nn3c(-c4cccc(C)c4)nnc3s2)cc(OC)c1OC
#15 CCCCSCc1ccc(C(=O)O)o1
#16 CCn1cc(C(=O)NCc2cccs2)c(=O)c2ccc(C)nc21

Compound	9	10	11	12	13	14	15	16
p53ts 39C kill	-3%	-16%	-2%	?	-10%	-3%	13%	-16%
IkB sig inh	?	-2.1%	.	-0.1%[11.4 µM]	-0.1%	-2.0%	.	-1.9%
Imprint erasure	-12%[10.9 µM]	-6%	.	-1%	-10%[10.9 µM]	1%	.	.
p53ts 32C tox	-9%	7%	-11%	?	-10%	-2%	6%	-6%

#17 CCOCCCNC(=O)C(c1ccc(OC)cc1)N(Cc1cccs1)C(=O)c1ccccc1O (stereo unspecified)
#18 COc1cc2c(cc1OC)C(COc1ccc3c(C)cc(=O)oc3c1)N(C(=O)c1ccco1)CC2 (stereo unspecified)
#19 CS(=O)(=O)Nc1ccc2c(c1)C(=O)OC2
#20 COc1cccc(-c2noc(-c3cccs3)n2)c1
#21 CSc1nn(Cc2ccc(F)cc2)c(N(C(C)=O)C(C)=O)c1S(=O)(=O)c1ccccc1
#22 CCc1ccc(NC(=O)c2nn(-c3ccc(C)cc3)c(=O)n(C)c2=O)cc1
#23 Cc1ccc(C)c(Cn2nnc3c(=O)[nH]c(C(=O)NCc4ccco4)nc32)c1
#24 N#CCCn1c(-c2nonc2NC(=O)c2ccccc2Cl)nc2ccccc21

Compound	17	18	19	20	21	22	23	24
p53ts 39C kill	9%	-15%	6%	-25%	-5%	-18%	5%	1%
IkB sig inh	-0.2%	-0.4%	1.5%	6.3%	?	-2.7%	0.7%	6.4%
Imprint erasure	-6%[10.9 µM]	-11%	-16%	-68%[inhibitor]	1%[10.9 µM]	-4%[10.9 µM]	-10%	.
p53ts 32C tox	-3%	-3%	1%	?	1%	4%	0%	-4%

#25 CCS(=O)(=O)N1CCc2cc(C(=O)Nc3cc([N+](=O)[O-])ccc3C)ccc21
#26 Cc1cc(C)nc(NS(=O)(=O)c2ccc(N)cc2)n1
#27 CN1C(=O)c2oc3ccc(Br)cc3c(=O)c2C1c1ccncc1 (stereo unspecified)
#28 COC(=O)c1cc2oc3ccccc3c2n1CC(=O)Nc1ccc(F)c(Cl)c1
#29 O=C1c2oc3ccccc3c(=O)c2C(c2cccc(O)c2)N1c1ccccn1 (stereo unspecified)
#30 COCCCn1c(SCC(N)=O)nnc1-c1ccccc1
#31 COc1cccc(OC(=O)CSc2nnc(-c3cccs3)o2)c1
#32 COc1ccc(CNc2ncnc3c2cnn3-c2ccc(C)c(C)c2)cc1

Compound	25	26	27	28	29	30	31	32
p53ts 39C kill	?	-2%	2%	-27%	2%	0%	5%	-25%
IkB sig inh	?	0.0%	-1.3%	?	-4.0%	5.2%	?	-0.9%
Imprint erasure	10%[10.9 µM]	-4%	-15%	-7%[10.9 µM]	4%	13%	-5%[10.9 µM]	-12%[10.9 µM]
p53ts 32C tox	-8%	-2%	3%	2%	-2%	-5%	-1%	-4%

12 structures from above, arranged by number of heavy atoms, rising.
#26 Cc1cc(C)nc(NS(=O)(=O)c2ccc(N)cc2)n1
#11 O=C(Cn1cnc2ccccc2c1=O)c1ccccc1
#27 CN1C(=O)c2oc3ccc(Br)cc3c(=O)c2C1c1ccncc1 (stereo unspecified)
#8 COc1ccc(-c2cn3cccnc3n2)cc1NC(=O)CC(C)C
#5 COc1ccc(C2C(C(C)=O)=C(O)C(=O)N2Cc2cccnc2)cc1 (stereo unspecified)
#22 CCc1ccc(NC(=O)c2nn(-c3ccc(C)cc3)c(=O)n(C)c2=O)cc1
#24 N#CCCn1c(-c2nonc2NC(=O)c2ccccc2Cl)nc2ccccc21
#2 CC1Cc2nc(SCC(=O)NCc3ccco3)n(Cc3ccccc3)c(=O)c2S1 (stereo unspecified)
#6 CCOc1ccc(CNC(=O)CCCn2c(=O)c3cccn3c3cccnc32)cc1
#21 CSc1nn(Cc2ccc(F)cc2)c(N(C(C)=O)C(C)=O)c1S(=O)(=O)c1ccccc1

Compound	26	11	27	8	5	22	24	2	6	21
p53ts 39C kill	-2%	-2%	2%	-5%	15%	-18%	1%	13%	-10%	-5%
IkB sig inh	0.0%	.	-1.3%	-0.1%	.	-2.7%	6.4%	2.3%	0.6%	?
Imprint erasure	-4%	.	-15%	-7%	.	-4%[10.9 µM]	.	-16%	16%[10.9 µM]	1%[10.9 µM]
p53ts 32C tox	-2%	-11%	3%	2%	-17%	4%	-4%	15%	0%	1%

#17 CCOCCCNC(=O)C(c1ccc(OC)cc1)N(Cc1cccs1)C(=O)c1ccccc1O (stereo unspecified)
#4 CCOc1ccc(-c2noc(CSc3nnc(Cc4ccccc4)n3-c3ccc(F)cc3)n2)cc1

Compound	17	4
p53ts 39C kill	9%	2%
IkB sig inh	-0.2%	?
Imprint erasure	-6%[10.9 µM]	-13%[10.9 µM]
p53ts 32C tox	-3%	4%

(listing goes on)
#33 COc1ccc(C(=O)NCC(C)C)c(OC)c1
#34 COC(=O)c1cc2occc2n1Cc1nc(-c2cccc(Br)c2)oc1C
#35 COC(=O)Cn1c(=O)c2cccn2c2cccnc21
#36 c1ccc(-c2nc(N3CCCCC3)nc3ccccc23)cc1
#37 COCCn1c(SCC(=O)c2cc(C)ccc2C)nc2cc(C(=O)NC3CCCC3)ccc2c1=O
#38 Cc1cccc2cc(CN(Cc3ccccc3)C(=O)N(C)C)c(=O)[nH]c12
#39 CCOc1ncccc1C(=O)OCc1cn2cc(Cl)ccc2n1
#40 CCOC(=O)C1CCN(c2cc3c(cc2NC(=O)c2ccc(OC)c(OC)c2)n(C)c(=O)n3C)CC1

Compound	33	34	35	36	37	38	39	40
p53ts 39C kill	23%	-8%	-24%	-9%	-5%	-12%	5%	-6%
IkB sig inh	.	-4.3%	-1.3%	.	-1.3%	1.3%	1.0%	?
Imprint erasure	.	9%[10.9 µM]	5%[10.9 µM]	.	-2%[10.9 µM]	-6%	-6%	-4%[10.9 µM]
p53ts 32C tox	2%	2%	5%	-11%	10%	3%	14%	4%

#41 CCOc1ccccc1Nc1ncnc2c1cnn2-c1ccc(C)cc1
#42 O=C(O)CCC(=O)OC[C@@H](NC(=O)C(Cl)Cl)C(O)c1ccc([N+](=O)[O-])cc1 (stereo partly specified)
#43 O=C(Oc1ccccc1)c1cccc(COC(=O)c2cnccn2)c1
#44 CCOc1cc(-c2c(C#N)c(N)nc3c2CCCC3C)ccc1O (stereo unspecified)
#45 CCCOc1ccc(C2C(=O)N(C3CCC(C)CC3)CC(=O)N2Cc2cccc(OC)c2)cc1OC (stereo unspecified)
#46 CCOC(=O)N1CCN(C(=O)Nc2ccc(Cl)cc2)CC1
#47 COC(=O)/C=C1\S/C(=N/N=C/c2ccccc2)NC1=O
#48 C=C1CCC2C(CC2(C)C)C(=O)CCC1O (stereo unspecified)

Compound	41	42	43	44	45	46	47	48
p53ts 39C kill	-18%	11%	2%	0%	-7%	-7%	5%	-6%
IkB sig inh	?	.	-2.8%	?	0.2%	-2.1%	.	.
Imprint erasure	-20%[10.9 µM]	-9%	-6%	-9%	-11%[10.9 µM]	-6%	.	?
p53ts 32C tox	-9%	9%	0%	17%	6%	-3%	5%	5%

#49 COc1cc(OC)c(Nc2nc3ccccc3nc2-n2nc(C)cc2C)cc1Cl
#50 CC(C)c1cnc2c(c1SCC(=O)c1ccc(Cl)cc1)c(=O)n(C)c(=O)n2C
#51 COc1ccc(N(CC(=O)Nc2ccc(S(=O)(=O)N3CCCC3)cc2)S(C)(=O)=O)cc1OC
#52 Cc1ccccc1-c1nc2cc(NC(=O)c3cccc(OCCC(C)C)c3)ccc2o1
#53 COc1ccc(NC(=O)CC(Cc2ccccc2)C(=O)O)cc1 (stereo unspecified)
#54 Cc1ccc(C2CC(C(F)F)n3ncc(C(=O)Nc4cnn(Cc5ccccc5C)c4)c3N2)cc1 (stereo unspecified)
#55 CNC(=O)N(C1=NCC(C)S1)c1ccc(F)cc1F (stereo unspecified)
#56 CC(C)=CCCC(C)CN1CCC(O)CC1 (stereo unspecified)

Compound	49	50	51	52	53	54	55	56
p53ts 39C kill	-8%	-5%	4%	19%	-4%	?	21%	0%
IkB sig inh	3.5%	?	1.0%	?	1.3%	?	-3.0%	-0.5%
Imprint erasure	-6%[10.9 µM]	11%[10.9 µM]	-3%	-15%[10.9 µM]	2%	-13%	-8%	-20%
p53ts 32C tox	3%	?	-2%	1%	-10%	?	13%	-3%

#57 COc1cccc(-c2nc(CS(=O)(=O)CC(=O)N3CCN(c4cc(C)ccc4C)CC3)c(C)o2)c1
#58 Cc1cccc(C(=O)Nc2ccc(C(=O)OCc3cc(=O)n4nc(CC(C)C)sc4n3)cc2)c1
#59 Cc1cc(OCc2ccc(F)cc2)nc(-c2ccccc2O)n1
#60 CC(CC(=O)NC1CCSC1=O)c1ccccc1 (stereo unspecified)
#61 Nc1sc2c(c1C(=O)NC1CCS(=O)(=O)C1)CCC2 (stereo unspecified)
#62 COc1cccc(-c2nnc(NC(=O)c3ccc(S(=O)(=O)N(CC(C)C)CC(C)C)cc3)o2)c1
#63 COc1cccc(NC(=O)CSc2ccc3nnc(-c4ccncc4)n3n2)c1
#64 COc1cccc(N(C(=O)c2ccco2)C(C(=O)NC2CCCC2)c2ccc(N(C)C)cc2)c1 (stereo unspecified)
#65 Cc1cc(C)nc(SCC(=O)Nc2ccc(S(=O)(=O)Nc3nccs3)cc2)n1

Compound	57	58	59	60	61	62	63	64	65
p53ts 39C kill	-12%	4%	2%	5%	-7%	?	21%	20%	5%
IkB sig inh	?	-0.3%	0.3%	-0.1%	3.2%	-0.7%	-4.1%	?	-2.0%
Imprint erasure	-15%[10.9 µM]	-8%[10.9 µM]	-9%	4%	.	-14%	-3%	-9%	-4%
p53ts 32C tox	22%	-8%	1%	-1%	-3%	-24%	13%	-4%	2%

Looked up one by one from the entries so far, two records:
#64 COc1cccc(N(C(=O)c2ccco2)C(C(=O)NC2CCCC2)c2ccc(N(C)C)cc2)c1 (stereo unspecified)
#59 Cc1cc(OCc2ccc(F)cc2)nc(-c2ccccc2O)n1

Compound	64	59
p53ts 39C kill	20%	2%
IkB sig inh	?	0.3%
Imprint erasure	-9%	-9%
p53ts 32C tox	-4%	1%
